Screens (PubChem)
Tau fibril ThT – qHTS for Inhibitors of Tau Fibril Formation, Thioflavin T Binding; Microtubule-associated protein tau (Homo sapiens), P10636; recombinant tau K18 P301L, heparin-induced fibrillization, ThT fluorescence; Potency, µM (highest dose often 57.4 µM), for the others: at the highest dose activity, negative = inhibition, most hits filed as inhibitors; actives 2.1% (n = 270,000); further: nearly all actives have a fitted effect of over 55% in size
Target sequence (P10636 561-689 P618L limits assumed): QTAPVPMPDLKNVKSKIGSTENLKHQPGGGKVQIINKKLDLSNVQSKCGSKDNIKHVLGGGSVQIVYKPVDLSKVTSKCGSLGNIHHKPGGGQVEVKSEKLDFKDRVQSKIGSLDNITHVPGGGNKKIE
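Fibril formation assay: tau K18 P301L at 15 uM with trace Alexa 594 label, heparin inducer 20 uM, pH 7 sodium acetate buffer, 37 C for 6 hr; endpoint ThT signal.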
TR SRC2 fluor cs – Total Fluorescence Counterscreen for Inhibitors of the Interaction of Thyroid Hormone Receptor and Steroid Receptor Coregulator 2; TRb/SRC2 Texas Red total fluorescence interference; Potency, µM (doses to about 106 µM), without a hit: at the highest dose fluorescence change, negative = quenching; actives 0.29% (n = 280,000); AID 1479, 2009; active means well fitted curve in either direction with a large enough effect; inconclusive means small, poorly fitted or top-dose-only effect
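Human TRb ligand-binding domain at 0.6 uM with 20 nM Texas Red SRC2 peptide in Tris buffer containing 1 uM T3 and 5% DMSO, incubated with compound 5 h at ambient temperature. Total fluorescence (555/632 nm) calculated as parallel + 2 × perpendicular.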
ALDH1A1 inh – qHTS Assay for Inhibitors of Aldehyde Dehydrogenase 1 (ALDH1A1) | Aldehyde dehydrogenase 1A1 (Homo sapiens), P00352 | Purified ALDH1A1, NADH fluorescence, propionaldehyde substrate | Potency, µM (highest dose often 75.3 µM), for inactives: top-dose activity, negative = inhibition, actives largely listed as inhibitors | actives 7.3% (n = 220,000); active means well fitted inhibition curve with a large enough effect, not every such curve was filed as active; inconclusive means small, poorly fitted or top-dose-only effect, or another doubt; inactive means no such curve, though single readings can be large or run the other way;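 further: plate controls were no enzyme wells and a reference inhibitor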
Target sequence (P00352 whole entry, looked up): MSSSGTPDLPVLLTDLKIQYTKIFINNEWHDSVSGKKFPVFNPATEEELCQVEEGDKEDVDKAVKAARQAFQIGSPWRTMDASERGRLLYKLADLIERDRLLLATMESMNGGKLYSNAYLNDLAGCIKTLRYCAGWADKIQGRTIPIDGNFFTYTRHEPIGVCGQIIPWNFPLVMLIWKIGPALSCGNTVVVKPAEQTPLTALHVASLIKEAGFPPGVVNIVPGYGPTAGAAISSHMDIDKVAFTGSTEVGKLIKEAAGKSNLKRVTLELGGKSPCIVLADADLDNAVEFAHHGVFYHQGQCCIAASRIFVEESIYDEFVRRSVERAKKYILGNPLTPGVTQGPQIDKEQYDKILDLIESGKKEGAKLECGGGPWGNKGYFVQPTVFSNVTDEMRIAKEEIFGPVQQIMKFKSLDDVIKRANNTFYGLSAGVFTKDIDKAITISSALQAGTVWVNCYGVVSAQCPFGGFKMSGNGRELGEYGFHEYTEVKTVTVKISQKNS
GLA spleen mod – qHTS Assay for Inhibitors and Activators of Human alpha-Galactosidase From Spleen Homogenate; Alpha-galactosidase A (Homo sapiens), P06280; human spleen homogenate, 4MU-alpha-Gal fluorescence, 40 min; Potency, µM (doses to about 80 µM), for inactives: at the highest dose activity change, negative = inhibition, most hits filed as inhibitors; actives 0.008% (n = 240,000); AID 2107, 2009;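 further: 0% = enzyme with vehicle and -100% = no enzyme basal signal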
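Inhibition or activation of alpha-galactosidase in human spleen homogenate is scored by 4-MU fluorescence after 40 min at 37C, pH 5.0, with 1 mM substrate. AC50s come from concentration-response fitted to the Hill equation.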
L3MBTL1 block – qHTS Assay for the Inhibitors of L3MBTL1 | AlphaScreen L3MBTL1–H3K9me1 peptide binding | Potency, µM (top dose mostly 57.1 µM), for the others: top-dose activity, negative = inhibition, hits mostly inhibitors | actives 0.66% (n = 230,000) | Lethal(3)malignant brain tumor-like protein 1 (Homo sapiens), Q9Y468 | AID 485360, 2010; further: nearly all actives have a fitted effect of over 60% in size
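L3MBTL1 50 nM + b-AHA-H3(1-15)K9me1 75 nM, 30 min RT; compound added, 30 min RT; streptavidin donor/Ni-chelate acceptor beads 10 ug/mL each final, 30 min RT dark; AlphaScreen read.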
Tau fibril FP – qHTS for Inhibitors of Tau Fibril Formation, Fluorescence Polarization | K18 P301L tau heparin fibrillization, Alexa594 FP, 6 h | Potency, µM (highest dose often 57.7 µM), without a hit: at the highest dose activity, negative = inhibition, most hits filed as inhibitors | actives 0.39% (n = 280,000); further: nearly all actives have a fitted effect of over 55% in size
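Heparin (20 uM) drove fibril formation of recombinant tau K18 P301L, 15 uM unlabeled with 0.24 uM Alexa 594 label, for 6 hr at 37 C in 100 mM sodium acetate pH 7. Fluorescence polarization (555/632 nm) read 1 hr after 30 uM ThT.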
Tau fluor cs – Counterscreen qHTS for Inhibitors of Tau Fibril Formation, Fluorescence Polarization; actives 0.93% (n = 280,000); Potency, µM (top dose mostly 57.7 µM), inactives show at the top dose activity change, negative = decrease; tau K18 P301L Alexa594 fluorescence, heparin fibrillization; further: nearly all actives have a fitted effect of over 55% in size
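Human tau K18 P301L (15 uM unlabeled, 0.24 uM Alexa 594-labeled) in 100 mM sodium acetate pH 7 with 20 uM heparin, 6 hr at 37 C. ThT 30 uM added, 1 hr ambient; Alexa 594 FP and total fluorescence read at 555/632 nm.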
TRb SRC2 PPI – qHTS for Inhibitors of the Interaction of Thyroid Hormone Receptor and Steroid Receptor Coregulator 2. TRbeta-SRC2 peptide binding, fluorescence polarization; receptor liganded with 1 µM T3. Potency, µM (titrated, usually from 106 µM), for the others: at the highest dose activity change, negative = inhibition, hits mostly inhibitors. actives 0.065% (n = 280,000). Thyroid hormone receptor beta (Homo sapiens), P10828;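 further: plate controls were bound peptide for no effect and peptide without receptor for full effect; nearly all actives have a fitted effect of over 50% in size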
Target sequence (P10828 whole entry, looked up): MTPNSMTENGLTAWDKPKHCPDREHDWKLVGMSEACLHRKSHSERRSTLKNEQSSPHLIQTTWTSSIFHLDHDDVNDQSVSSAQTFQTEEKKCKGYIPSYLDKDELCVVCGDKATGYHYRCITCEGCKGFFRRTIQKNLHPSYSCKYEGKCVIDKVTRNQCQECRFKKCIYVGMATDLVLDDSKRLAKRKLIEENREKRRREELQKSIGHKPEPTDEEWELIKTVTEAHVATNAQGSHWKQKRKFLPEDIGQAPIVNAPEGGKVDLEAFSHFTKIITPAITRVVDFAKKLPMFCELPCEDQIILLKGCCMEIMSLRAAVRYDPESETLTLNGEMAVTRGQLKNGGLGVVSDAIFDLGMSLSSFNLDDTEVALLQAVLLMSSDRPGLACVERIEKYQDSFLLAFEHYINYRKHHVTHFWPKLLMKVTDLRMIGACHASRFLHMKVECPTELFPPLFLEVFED
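Human TRb ligand-binding domain (0.6 uM) is mixed with 20 nM Texas Red SRC2 peptide and 1 uM T3; after compound addition and 5 hr at ambient temperature, polarization is measured and normalized to unbound and bound controls.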
* hit, by the source's call; ? = inconclusive; . = not tested or not shown; [ ] = another dose, or the depositor's remark. Unless noted, the call rests on the fitted dose curve; in most records, active means well fitted curve in the direction sought with a large enough effect; inconclusive means small, poorly fitted or top-dose-only effect, or another doubt; inactive means no such curve, though single readings can be large; an effect the other way counts as inactive or inconclusive. Unless noted, on the % scale 0 is the no-effect control and ±100 the full control effect; potency means the concentration at half of the fitted maximal effect. An unsorted share of the library (roughly 8.5% active in at least one column).

A first look, two compounds:
no.	smiles	Tau fibril ThT	TR SRC2 fluor cs	ALDH1A1 inh	GLA spleen mod
1	CN(C)S(=O)(=O)c1ccc(Cl)c(NC(=O)CSc2nc3c(cc2C#N)C(=O)CCC3)c1	-22%	-2%	?	-6%
2	c1ccc(Cc2nn3c(Cn4nnc5ccccc54)nnc3s2)cc1	-9%	2%	25µM*	7%

no.	L3MBTL1 block	Tau fibril FP	Tau fluor cs	TRb SRC2 PPI
1	2%	0%	-22%	-3%
2	2%	-2%	-4%	0%

Main list, repeating the preview:
no.	smiles	Tau fibril ThT	TR SRC2 fluor cs	ALDH1A1 inh	GLA spleen mod
1	CN(C)S(=O)(=O)c1ccc(Cl)c(NC(=O)CSc2nc3c(cc2C#N)C(=O)CCC3)c1	-22%	-2%	?	-6%
2	c1ccc(Cc2nn3c(Cn4nnc5ccccc54)nnc3s2)cc1	-9%	2%	25µM*	7%
3	O=C(c1ccc(F)cc1)C1CCN(CCCCc2ccccc2)CC1	-6%	0%	-7%	4%
4	C=C(C)COc1ccc(-c2nc(N)ncc2Oc2ccc(OC)cc2)c(O)c1	-6%	0%	?	-1%
5	Cc1ccc(C(=O)O/N=C/c2c(Cl)n(C)c3ccccc23)cc1	-17%	-1%	6%	-8%
6	COC(=O)C1=NNC2(C)C(=O)N(c3ccc(C)cc3)C(=O)C12 (stereo unspecified)	-4%	-3%	-13%	-1%
7	Cc1c(C(=O)O)c(C(=O)O)c2n1CCS2	0%	-4%	.	8%
8	COc1nnc(-c2ccc(N3CCOCC3)c(NC(C)=O)c2)c2ccccc12	-1%	0%	13%	3%
9	Cc1ccc(-c2nsc(SCC(=O)NCc3ccc4c(c3)OCO4)n2)cc1	1%	-10%	11%	6%
10	Cc1ccc(OCCn2c(CCCO)nc3ccccc32)cc1	-5%	-1%	?	2%
11	COc1cc2c(C(=O)N3CCN(c4cccc(C(F)(F)F)c4)CC3)cn(CC(C)C)c(=O)c2cc1OC	-8%	-4%	.	.
12	Cc1ccc2c(Cl)cc(Cl)c(OCC(=O)NCc3ccco3)c2n1	?	-25%	-12%	3%

no.	L3MBTL1 block	Tau fibril FP	Tau fluor cs	TRb SRC2 PPI
1	2%	0%	-22%	-3%
2	2%	-2%	-4%	0%
3	.	-5%	-9%	4%
4	-2%	?	?	8%
5	1%	-4%	-4%	-2%
6	2%	1%	-1%	9%
7	-1%	4%	13%	-14%
8	.	0%	-6%	-3%
9	5%	-7%	-10%	1%
10	.	-7%	-3%	-5%
11	.	1%	-5%	6%
12	.	?	-30%	-8%

The results go on:
no.	smiles	Tau fibril ThT	TR SRC2 fluor cs	ALDH1A1 inh	GLA spleen mod
13	CN(CC(=O)NCc1ccc(F)cc1)S(=O)(=O)c1ccc2[nH]c3c(c2c1)CCCC3	0%	18µM*[quencher]	.	.
14	COCCn1c(C)cc(C(=O)CSc2nc3ccccc3o2)c1C	-6%	2%	10%	2%
15	CCc1cccc(NC(=O)c2ccc3c(=O)n4c(nc3c2)CCCCC4)c1	.	-1%	.	10%
16	COc1ccc(C2CC(c3cccs3)=NN2C(=O)COC(=O)c2cc3ccccc3cc2O)cc1OC (stereo unspecified)	6%	-1%	12%	-7%
17	O=C(c1cccc(Oc2ccc([N+](=O)[O-])cc2Cl)c1)N1CCCCC1	-8%	-3%	?	-8%
18	Cc1cc(C)n2nc(SCC(=O)N/N=C/c3ccccn3)nc2n1	-10%	-1%	-4%	-2%
19	CC(C)C(C(=O)Nc1ccc2c(c1)OCCOCCOCCOCCO2)N1C(=O)c2ccccc2C1=O (stereo unspecified)	-4%	-2%	7%	13%
20	CSc1nccc(-c2sc(SC)c(C#N)c2-c2ccccc2)n1	-1%	0%	.	1%
21	CCCc1cc(=O)oc2cc(OCC(=O)OC)cc(OCC(=O)OC)c12	-4%	0%	?	-1%
22	Cc1cnc(NC(=O)Cn2cnc3c2c(=O)n(C)c(=O)n3C)s1	.	0%	.	-2%
23	COc1cccc(N(CC(=O)NCc2ccco2)C(=O)CCC(=O)Nc2nccs2)c1	-2%	-3%	.	6%
24	O=C(Nc1ccc(OC(F)(F)F)cc1)C1CCN(S(=O)(=O)c2ccc3[nH]c(=O)ccc3c2)CC1	11%	-1%	.	.

no.	L3MBTL1 block	Tau fibril FP	Tau fluor cs	TRb SRC2 PPI
13	.	11%	?	-7%
14	3%	1%	-11%	3%
15	.	-1%[0.0958 µM]	-6%[0.0958 µM]	-10%
16	-2%	?	-6%	-7%
17	-11%	13%	-6%	-2%
18	23%	-3%	3%	1%
19	.	10%	-4%	-3%
20	51%[activator]	-13%	-15%	2%
21	.	-3%	-12%	-1%
22	.	0%	4%	-8%
23	.	3%	-6%	-1%
24	.	-15%	4%	3%

More results
no.	smiles	Tau fibril ThT	TR SRC2 fluor cs	ALDH1A1 inh	GLA spleen mod
25	O=C(CSc1ncn(-c2ccccc2)n1)Nc1ccc2c(c1)OCCO2	-16%	1%	?	8%
26	Cc1ccc(-c2nn3c(C)nnc3s2)cc1NC(=O)COc1ccc(Cl)cc1	?	1%	9%	4%
27	CCN(c1ccccc1)S(=O)(=O)c1nnc(NC(=O)C2CCCCC2)s1	3.5µM*	5%	.	.
28	COC(CSc1ncnc2c1oc1nc3c(cc12)COC(C)(C)C3)OC	-4%	-2%	3.2µM*	8%
29	C[C@]12CS(=O)(=O)C[C@H]1SC(=S)N2c1ccccc1	-9%	-5%	.	-15%
30	C=CCN1C(c2ccc(OCC)cc2)=CS/C1=C(\C#N)c1nnc2n1CCCCC2	-11%	-3%	14µM*	3%
31	O=C(c1ccc([N+](=O)[O-])o1)N1CCOCC1	-1%	0%	?	-6%
32	O=C(Cn1c(=O)oc2cc(S(=O)(=O)N3CCCCC3)ccc21)Nc1cccc(Cl)c1	-3%	?	.	.
33	CCCc1ccc(OC(=O)c2cccs2)cc1	-11%	-1%	3%	5%
34	O=C(COC(=O)Cc1cccc(C(F)(F)F)c1)Nc1ccccc1	1%	0%	?	1%
35	CCCC(=O)Nc1ccc(C(=O)NCc2ccccn2)cc1	8%	-2%	1%	1%
36	O=C(Nc1ccc(Cl)cn1)C1CCCN1S(=O)(=O)c1cccc2ccccc12 (stereo unspecified)	0%	-4%	-10%	-4%

no.	L3MBTL1 block	Tau fibril FP	Tau fluor cs	TRb SRC2 PPI
25	1%	-9%	-18%	4%
26	4%	-3%	-12%	3%
27	.	6%	-22%	-2%
28	2%	-10%	-8%	0%
29	53%[activator]	3%	-9%	-10%
30	-6%	-4%	2%	-8%
31	-8%	7%	3%	-13%
32	.	-22%	-14%	-6%
33	.	-13%	-12%	-15%
34	14%	-6%	-5%	7%
35	6%	-4%	6%	0%
36	.	6%	-26%	-3%

5 entries picked at random from those above:
no.	smiles	Tau fibril ThT	TR SRC2 fluor cs	ALDH1A1 inh	GLA spleen mod
36	O=C(Nc1ccc(Cl)cn1)C1CCCN1S(=O)(=O)c1cccc2ccccc12 (stereo unspecified)	0%	-4%	-10%	-4%
32	O=C(Cn1c(=O)oc2cc(S(=O)(=O)N3CCCCC3)ccc21)Nc1cccc(Cl)c1	-3%	?	.	.
28	COC(CSc1ncnc2c1oc1nc3c(cc12)COC(C)(C)C3)OC	-4%	-2%	3.2µM*	8%
33	CCCc1ccc(OC(=O)c2cccs2)cc1	-11%	-1%	3%	5%
31	O=C(c1ccc([N+](=O)[O-])o1)N1CCOCC1	-1%	0%	?	-6%

no.	L3MBTL1 block	Tau fibril FP	Tau fluor cs	TRb SRC2 PPI
36	.	6%	-26%	-3%
32	.	-22%	-14%	-6%
28	2%	-10%	-8%	0%
33	.	-13%	-12%	-15%
31	-8%	7%	3%	-13%

More compounds:
no.	smiles	Tau fibril ThT	TR SRC2 fluor cs	ALDH1A1 inh	GLA spleen mod
37	O=C(NC1CCCCC1)c1ccc2c(c1)N(Cc1ccc(Cl)cc1)C(=O)c1ccccc1S2=O (stereo unspecified)	0%	-1%	.	.
38	Cc1ccc(CN2CCN(Cc3cccc(OCCO)c3)CC2CCO)o1 (stereo unspecified)	-15%	-1%	3%	1%
39	COc1ccc(NC(=O)C2=C(C)Nc3nc(CCCO)nn3C2c2ccc(OC)c(OC)c2)cc1 (stereo unspecified)	-8%	-1%	-7%	6%
40	CC1CCN(C(=O)c2ccc3c(c2)N(Cc2ccccc2)C(=O)c2ccccc2S3(=O)=O)CC1	-1%	4%	.	.
41	CN(Cc1ccon1)C(=O)CC1C(=O)NCCN1Cc1cccc(Oc2ccccc2)c1 (stereo unspecified)	-9%	-1%	4%	4%
42	Cc1ccc(C)n1-c1nn(S(=O)(=O)c2cccc(C(F)(F)F)c2)c2cccc(F)c12	.	-2%	.	?
43	CCCCn1c(SCC(=O)c2ccc3c(c2)OCCO3)nnc1-c1ccoc1C	?	-4%	?	2%
44	Cc1ccccc1C(=O)N1CCN(c2ccc(NC(=O)c3ccc4c(c3)OCO4)cc2)CC1	13µM*	4%	?	-8%
45	COc1ccc2c(c1)C(=O)[C@H](OC(=O)Nc1ccc(OC(F)F)cc1)[C@@H](c1ccc(OC)c(Br)c1)O2	?	0%	4%	3%

no.	L3MBTL1 block	Tau fibril FP	Tau fluor cs	TRb SRC2 PPI
37	.	-8%	-14%	1%
38	6%	-2%	-10%	-1%
39	2%	-2%	-10%	4%
40	.	7%	-10%	-2%
41	-8%	1%	2%	1%
42	.	2%[0.0958 µM]	5%[0.0958 µM]	-3%
43	.	-1%	-14%	0%
44	-8%	7%	?	-11%
45	.	-6%	-22%	-4%
